tuberculosis growth = growth inhibition of non-replicating M. tuberculosis (AID 488890); Mycobacterium tuberculosis non-replicating, growth inhibition; higher % means a stronger effect; inhibition, % at 25 µM, or IC50 in µM where a hit was titrated; 320,000 compounds, 0.39% hits; in the data active means a potency from the dose series; inconclusive means inhibition mostly from about 82% at the one dose, without a potency; inactive means the rest, 99 in 100 with inhibition below about 76%;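 further: plate controls were DMSO cells for no effect and high antibiotic wells for full effect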
H1N1 NS1A inhibition = H1N1 influenza NS1A inhibitors, functional cell based assay (AID 504329). 340,000 compounds, 0.3% hits. NS1A functional cell-based assay, percent inhibition; higher % means a stronger effect. inhibition, % at 12.5 µM, or IC50 in µM where a hit was titrated; in the data active means a potency from the dose series; inconclusive means inhibition above about 27% without an active follow-up result; further: strong numbers were not always called active
inhibitors of VEEV = inhibitors of VEEV TC-83 cytopathic effect, confirmation, Vero cells (AID 588727); inhibition, % at 20 µM; hits with a dose series show IC50 in µM; Vero cells, VEEV TC-83 cytopathic effect inhibition; higher % means a stronger effect; 350,000 compounds, 0.13% hits; in the data active means a potency from the dose series; inconclusive means inhibition mostly from about 14% at the one dose, without a potency; inactive means the rest, 99 in 100 with inhibition below about 12%; further: strong numbers were not always called active
PhoP GFP inhibition = Inhibition of PhoP regulon, Salmonella typhi GFP reporter cells, confirmation, 4 h (AID 1850) | inhibition, % at 50 µM, or IC50 in µM where a hit was titrated | 310,000 compounds, 0.33% hits | Salmonella Typhi PhoP-promoter GFP reporter, fluorescence, 4 h; higher % means a stronger effect; in the data active means a potency from the dose series; inconclusive means inhibition mostly from about 25% at the one dose, without a potency; inactive means the rest, 99 in 100 with inhibition below about 19%;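 further: 0% = induced wells with vehicle and 100% = uninduced wells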
H37Rv inhibition = M. tuberculosis growth inhibition, HTS (AID 449762); M. tuberculosis H37Rv growth inhibition, 7H9 media; higher % means a stronger effect; inhibition, % at 25 µM, or IC50 in µM where a hit was titrated; 330,000 compounds, 0.59% hits; in the data active means a potency from the dose series; inconclusive means inhibition above about 70% without an active follow-up result;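 further: bacterial growth assessed after seven days of incubation; strong numbers were not always called active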
inhibitors of VEEV 10K pilot screen = further read-out of inhibitors of VEEV, marked with its call; inhibition, %; measured here: 10K pilot screen inhibition
* hit, by the source's call; i = inactive; ? = inconclusive; . = not tested or not shown.

SMILES	tuberculosis growth	H1N1 NS1A inhibition	inhibitors of VEEV	PhoP GFP inhibition	H37Rv inhibition	others
Cc1nc2ccccn2c1/C(O)=C1\C(=O)C(=O)N(CCCn2ccnc2)C1c1ccncc1 (stereo not given)	4.8%	-10.2%	0.5%	7.1%	-3.1%
C#CCNc1cc(-c2ccccc2)nc2ncnn12	-3.6%	-5.7%	1.6%	3.7%	-2.2%
O=C(NCCC(=O)N(Cc1ccco1)Cc1cccs1)c1ccccc1Cl	23.9%	-4.4%	0.3%	.	-5.1%
CC(C)(C)n1nnnc1C(c1cccs1)N1CCCc2ccccc21 (stereo not given)	20.9%	13.5%	2.3%	9.5%	-4.6%
CCN(C(=O)c1ccc2c(=O)n3c(nc2c1)CCCCC3)c1ccccc1C	21.2%	0.8%	2.5%	4.2%	7.1%
CCOC(=O)c1nn(-c2ccccc2)c(=O)cc1OCC(=O)Nc1cc(C)ccc1OC	-8.3%	-4.2%	1.9%	5.0%	9.9%
CCOC(=O)Cc1csc(NC(=O)/C=C\c2ccccc2Cl)n1	64.8%	.	8.2%	-9.7%	3.8%
CCOc1cc(CNc2ccc(S(N)(=O)=O)cc2)cc(Cl)c1OC	14.4%	2.1%	1.5%	-7.6%	2.5%
Cn1c(=O)n(C)c2cc(/C=N/NC(=O)c3ccc(Cl)cc3Cl)ccc21	15.4%	0.0%	9.3%	-7.0%	-2.4%
C=CCn1c(-c2csc3c2CCC(C)C3)n[nH]c1=S (stereo not given)	33.8%	-6.3%	1.4%	15.2%	2.0%
CC(C(=O)OCC(=O)N1CCCCC1)N1C(=O)c2ccccc2C1=O (stereo not given)	4.4%	-4.2%	1.3%	.	4.9%
Cc1c(C(=O)OCC(=O)NCc2ccco2)oc2ccccc12	18.9%	-13.5%	3.4%	.	-0.8%
CN1OC[C@@H]2CN[C@H](c3ccccc3Br)C[C@@H]21	.	-4.9%	i	.	.
Cc1cc(C)nc(NS(=O)(=O)c2ccc(NC(=O)c3cc4c(=O)n5cccc(C)c5nc4n3C)cc2)n1	-5.6%	7.1%	1.4%	-2.2%	0.3%
COc1ccccc1OCCCCN1CCCCC1	.	-4.8%	i	1.4%	2.9%
CC(C)(C)NCCOc1ccc2ccccc2c1	7.1%	-4.2%	0.8%	-8.5%	0.9%
COc1cc(/C=N/NC(=O)CSCc2ccc([N+](=O)[O-])cc2)cc(OC)c1OC	-3.0%	-6.5%	7.7%	-8.0%	2.1%
O=C(Nc1cc(Cl)ccc1Oc1ccccc1)C1=COCCO1	30.4%	-3.9%	7.2%	4.2%	43.0%
O=C(CN1CCN(Cc2ccccc2)CC1)Nc1ccc(F)c(F)c1	12.0%	-2.7%	0.5%	2.5%	-2.9%
Cc1c(OCC(=O)NCCCN2CCCC2=O)ccc2c3c(c(=O)oc12)CCCC3	-15.3%	3.0%	0.5%	7.6%	3.9%
Cc1ccc(NC2=C(Cl)C(=O)OC2OC(=O)c2ccc(C)cc2)cc1 (stereo not given)	65.4%	-4.1%	1.2%	7.3%	?	inhibitors of VEEV 10K pilot screen=2.6
CCOC(=O)C1=C(CC)OC(N)=C(C#N)C1c1ccsc1 (stereo not given)	-11.6%	-4.4%	1.0%	-3.6%	-5.9%
O=C(Cn1ncc2c3ccccc3n(Cc3ccccc3)c2c1=O)NC1CCCC1	-6.3%	-0.7%	0.5%	7.7%	-3.8%
CCCCOc1ccc(CSC(=N)N)cc1[N+](=O)[O-]	42.1%	-2.0%	0.0%	18.7%	-1.6%
O=C1c2ccccc2C(Nc2ccc3c(c2)OCCO3)N1c1ccccn1 (stereo not given)	58.7%	21.0%	3.7%	4.8%	-4.2%

The final two records of the section above come first, to join the parts.
SMILES	tuberculosis growth	H1N1 NS1A inhibition	inhibitors of VEEV	PhoP GFP inhibition	H37Rv inhibition	others
CCCCOc1ccc(CSC(=N)N)cc1[N+](=O)[O-]	42.1%	-2.0%	0.0%	18.7%	-1.6%
O=C1c2ccccc2C(Nc2ccc3c(c2)OCCO3)N1c1ccccn1 (stereo not given)	58.7%	21.0%	3.7%	4.8%	-4.2%
CCCn1c(-c2nonc2N)nc2ccccc21	7.4%	-2.8%	7.6%	-12.2%	-7.0%
CCN(CC)C(=S)SCC(=O)Nc1nc(-c2ccccc2)c(-c2ccccc2)o1	-2.0%	1.5%	0.6%	-6.8%	?
Cc1c(C(=O)NCCC2=CCCCC2)cccc1[N+](=O)[O-]	16.5%	-18.6%	i	-4.8%	5.0%
Cc1ccc(S(=O)(=O)CCC(=O)OCC(=O)c2c[nH]c3ccccc23)cc1	30.1%	-3.5%	1.4%	7.7%	3.3%
CCCCNC(=O)C1CCN(Cc2ccc(OCc3ccccc3)c(OC)c2)CC1	48.7%	-15.2%	i	-2.3%	2.2%
CC(Cc1ccsc1)NCc1cn[nH]c1-c1ccc(F)cc1F (stereo not given)	20.4%	-4.7%	0.7%	10.1%	9.9%
CC(C)NC(=O)Nc1ccc2c(c1)C(=O)N([C@H](C)CO)C[C@H](C)[C@@H](CN(C)C(=O)NC1CCCCC1)O2	7.7%	5.5%	0.8%	.	1.3%
Cc1cc(NC(=O)c2cc([N+](=O)[O-])ccc2Cl)no1	-10.6%	-7.8%	4.4%	3.6%	-7.6%
CCc1c(C(=O)NC2CCCC2)csc1C	7.7%	9.3%	2.2%	-4.6%	-6.1%	inhibitors of VEEV 10K pilot screen=0.2
COc1ccc(CN2CCNC(=O)C2CC(=O)NC2CCCCC2)c(OC)c1 (stereo not given)	28.8%	-3.9%	3.2%	-3.5%	1.0%
O=C(Nc1nc(COc2ccccc2)cs1)C1CCC1	44.7%	11.9%	0.8%	-0.5%	-6.7%
O=C(O)C1CCC(C(=O)O)O1 (stereo not given)	.	-1.1%	0.9%	.	.
Cc1cc(NC(=O)CSc2ccc(-c3ccc(F)cc3)nn2)no1	75.7%	-5.6%	0.4%	-4.6%	1.1%
Cc1cccc(C)c1OCC(O)CNS(=O)(=O)c1ccccc1C(=O)N1CCOCC1 (stereo not given)	.	-2.3%	3.9%	.	.
CCc1nc(CN(C)C(=O)C2CCC(=O)N(CCc3cccc(F)c3)C2)no1 (stereo not given)	-8.6%	-7.4%	1.2%	-7.2%	-1.6%
COc1ccc([N+](=O)[O-])c(OC)c1C(=O)NC(=O)Nc1c(F)cc(F)cc1F	-9.9%	-4.0%	1.3%	-11.4%	7.0%
CC1=CC(C)(C)N(S(=O)(=O)c2ccc(C)cc2)c2ccccc21	55.7%	-2.5%	5.0%	-1.7%	1.7%
COc1ccc(C(CC(=O)O)NC(C)=O)cc1OC (stereo not given)	-6.0%	-6.7%	0.6%	0.6%	-1.8%
c1cc(C2OCCN2CC2COC3(CCCC3)O2)ccn1 (stereo not given)	9.9%	-4.0%	0.2%	-0.2%	-2.8%
COc1ccccc1CCN=C(N)NS(=O)(=O)c1ccc(C)c(C)c1	6.5%	1.7%	0.6%	-3.2%	-0.9%
C=CCOc1ccc(Br)cc1/C=N/O	-1.6%	-2.4%	i	3.0%	-2.2%
COCC(C)NC(=O)C1CC(c2cccc(Br)c2)=NO1 (stereo not given)	-3.2%	13.5%	5.7%	0.2%	-4.4%
NS(=O)(=O)c1ccc(CCNC(=O)C2CC(=O)N(Cc3ccccc3Cl)C2)cc1 (stereo not given)	-4.5%	-6.5%	7.3%	.	-10.9%
CCOC(=O)N1CCN(C(=O)CSc2ccc(-c3ccccc3)nn2)CC1	6.5%	2.1%	i	-6.0%	0.8%
N#Cc1cn(Cc2ccccc2)c(=O)[nH]c1=O	-4.8%	-13.6%	0.2%	0.9%	-5.2%

Entries listed so far that have an aryl thioether with sulfur outside any ring, in the order listed:
SMILES	tuberculosis growth	H1N1 NS1A inhibition	inhibitors of VEEV	PhoP GFP inhibition	H37Rv inhibition	others
Cc1cc(NC(=O)CSc2ccc(-c3ccc(F)cc3)nn2)no1	75.7%	-5.6%	0.4%	-4.6%	1.1%
CCOC(=O)N1CCN(C(=O)CSc2ccc(-c3ccccc3)nn2)CC1	6.5%	2.1%	i	-6.0%	0.8%

Carrying on.
SMILES	tuberculosis growth	H1N1 NS1A inhibition	inhibitors of VEEV	PhoP GFP inhibition	H37Rv inhibition	others
COc1cccc(C(=O)NCCSc2c(C)[nH]c3ccccc23)c1OC	24.3%	-5.6%	3.9%	2.7%	-0.1%
Cc1cc(C)n(-c2nnc(N3CCN(c4ccc(F)cc4)CC3)nn2)n1	-9.0%	13.8%	0.8%	-0.7%	7.0%
CC12CCC(=O)N1C(C(=O)Nc1nc3ccc(F)cc3s1)CS2 (stereo not given)	0.8%	-7.1%	7.0%	.	-9.2%
CCOC(=O)c1c(/N=C/N(C)C)sc(C)c1C	38.4%	-2.2%	0.6%	11.7%	-0.8%
CC(C)(C)C(=O)N1CCc2cc(-c3csc(N)n3)ccc21	27.3%	-3.1%	11.4%	-2.7%	?
CCOC(=O)N1CCc2c(sc(NC(=O)c3ccc(S(=O)(=O)N4CCCC4)cc3)c2C#N)C1	10.9%	0.5%	i	-10.4%	1.6%
CC1=C(C(=O)Nc2ccccc2)C(c2ccco2)C(C#N)=C(SCC(N)=O)N1 (stereo not given)	25.4%	1.4%	i	19.0%	41.9%
Cc1nc2c(C)cccn2c1/C(O)=C1\C(=O)C(=O)N(CCN2CCOCC2)C1c1ccncc1 (stereo not given)	2.0%	7.4%	2.9%	-2.9%	-5.1%
COc1ccc(CCNC(=O)CSc2ccsc2[N+](=O)[O-])c(OC)c1	5.7%	-3.6%	1.4%	-8.4%	-2.7%
CC(C)CCn1c(=O)c2ccccc2n2c(=S)[nH]nc12	-5.0%	3.7%	1.0%	6.7%	4.0%
Cc1ccc2nc3c(cc(C(=O)NCc4ccco4)c(=N)n3Cc3ccco3)c(=O)n2c1	44.0%	-6.1%	9.2%	-7.2%	31.9µM*
O=C(Nc1ccc(Cl)cn1)c1cccc(S(=O)(=O)N2CCCC2)c1	-4.8%	-4.0%	0.3%	7.1%	-5.7%
N#Cc1cccc(CSc2ncnc(N)n2)c1	24.7%	0.8%	0.0%	-8.5%	-0.6%
CCOC(=O)c1[nH]c(C)c(C(=O)NC(C)(C)C)c1C	-2.9%	2.5%	0.6%	0.5%	1.0%
CCOc1ccc2[nH]c(=O)c(CN(CCO)C(c3nnnn3C3CCCCC3)C(C)C)cc2c1 (stereo not given)	.	-8.4%	6.5%	.	.
CC(C)NC(=O)c1cc(-c2cccs2)on1	6.6%	2.8%	3.3%	-10.9%	.
c1cncc(C2OCC3(CO2)COC(c2cccnc2)OC3)c1 (stereo not given)	-6.3%	-11.7%	0.0%	7.0%	-5.1%
Cc1ccc2nc(-c3ccc(NC(=O)c4cccnc4)cc3)oc2c1	28.5%	7.6%	?	5.9%	-0.9%
O=C(NCC1CCCO1)c1ccc(COc2ccc(Br)cc2)cc1 (stereo not given)	54.0%	7.4%	0.4%	1.4%	-0.7%
O=C(CC1CCCCC1)NCc1ccccn1	.	-2.5%	7.5%	-9.5%	-4.3%
CCOC(=O)C(C)Sc1nc(=O)n2cc(C)ccc2n1 (stereo not given)	-13.1%	-16.1%	0.8%	5.9%	-0.8%

By substructure, those above containing a tert-butyl group (4)
SMILES	tuberculosis growth	H1N1 NS1A inhibition	inhibitors of VEEV	PhoP GFP inhibition	H37Rv inhibition	others
CC(C)(C)n1nnnc1C(c1cccs1)N1CCCc2ccccc21 (stereo not given)	20.9%	13.5%	2.3%	9.5%	-4.6%
CC(C)(C)NCCOc1ccc2ccccc2c1	7.1%	-4.2%	0.8%	-8.5%	0.9%
CC(C)(C)C(=O)N1CCc2cc(-c3csc(N)n3)ccc21	27.3%	-3.1%	11.4%	-2.7%	?
CCOC(=O)c1[nH]c(C)c(C(=O)NC(C)(C)C)c1C	-2.9%	2.5%	0.6%	0.5%	1.0%

5 structures already listed, sorted by heavy-atom count, low to high.
SMILES	tuberculosis growth	H1N1 NS1A inhibition	inhibitors of VEEV	PhoP GFP inhibition	H37Rv inhibition	others
CCOC(=O)c1[nH]c(C)c(C(=O)NC(C)(C)C)c1C	-2.9%	2.5%	0.6%	0.5%	1.0%
CC(C)(C)C(=O)N1CCc2cc(-c3csc(N)n3)ccc21	27.3%	-3.1%	11.4%	-2.7%	?
Cc1ccc2nc(-c3ccc(NC(=O)c4cccnc4)cc3)oc2c1	28.5%	7.6%	?	5.9%	-0.9%
CC1=C(C(=O)Nc2ccccc2)C(c2ccco2)C(C#N)=C(SCC(N)=O)N1 (stereo not given)	25.4%	1.4%	i	19.0%	41.9%
Cc1nc2c(C)cccn2c1/C(O)=C1\C(=O)C(=O)N(CCN2CCOCC2)C1c1ccncc1 (stereo not given)	2.0%	7.4%	2.9%	-2.9%	-5.1%

High-throughput results from PubChem BioAssay.
